Tb PGK inh: T. brucei PGK inhibition; P07378; PGK/GAPDH coupled, Kinase-Glo luminescence, 60 min; Potency, µM (series often up to 57.5 µM), inactives show at the highest dose activity change, negative = inhibition, most hits filed as inhibitors; 380,000 compounds, 0.043% hits; AID 602233; note: % is set by controls: 0 for no effect and ±100 for the full control effect; nearly all actives have a fitted effect of over 60% in size
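Recombinant glycosomal PGK reaction used 1,3-bisphosphoglycerate generated in-well by GAPDH (100nM final) in 100mM TEA pH 7.6, 5mM MgCl2, 0.01% Tween-20. After 60 minutes at room temperature, ATP was read by Kinase-Glo Plus luminescence end-point.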
rTrxR1 inhibitor: inhibitors of rat thioredoxin reductase 1. O89049. recombinant rTrxR1, NADPH fluorescence consumption, selenite substrate. Potency, µM (titrated, usually from 114 µM), without a hit: at the top dose activity change, negative = inhibition, actives largely listed as inhibitors. 390,000 compounds, 1% hits. AID 588453; note: % is set by controls: 0 for no effect and ±100 for the full control effect; nearly all actives have a fitted effect of over 65% in size
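Rat TrxR1 (90 nM in the dispensed reagent) was pre-reduced with 400 uM NADPH for 5 min at room temperature, then incubated with compound for 15 min. After 400 uM selenite was added, NADPH fluorescence (Ex 340/Em 450 nm) was followed for 8 min.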
HP1b chromo inh: inhibitors of HP1-beta chromodomain binding to methylated histone tails. P83916. AlphaScreen HP1-beta / biotin-H3K9me3 peptide binding. Potency, µM (doses to about 114 µM), for the others: at the highest dose activity change, negative = inhibition, usual class: inhibitors. 390,000 compounds, 0.56% hits. AID 540317; note: nearly all actives have a fitted effect of over 70% in size; inactives centre near 23
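AlphaScreen: HP1-beta (50 nM) preformed 30 min with biotin-H3(1-18)K9me3 peptide (50 nM) in PBS pH 7.4, 0.01% Tween-20. Compound added for 30 min at RT, then streptavidin donor/nickel chelate acceptor beads (10 ug/mL) for 30 min.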
RGS4 inh: inhibitors of human regulator of G protein signaling 4; P49798; Transcreener GDP fluorescence polarization, RGS4-accelerated GTP hydrolysis; Potency, µM (series often up to 114 µM), for the others: at the highest dose activity change, negative = inhibition, actives largely listed as inhibitors; 390,000 compounds, 0.039% hits; note: % is set by controls: 0 for no effect and ±100 for the full control effect; nearly all actives have a fitted effect of over 75% in size; some results filed as inactive show a strong effect at the top dose
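MLSMR compounds (23 nl, pin-transferred) preincubated 10 min at room temperature with a 500nM (2x) first reagent, then RGS4 at 900nM (2x) plus Transcreener GDP mix added; fluorescence polarization (620/688 nm) read before and after 90 min at 30 °C.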
ERG-DNA inh: inhibitors of human ERG Ets domain-DNA interaction | fluorescence polarization, His-ERG Ets domain / labelled DNA | P11308 | 370,000 compounds, 0.028% hits | Potency, µM (series often up to 76.9 µM), without a hit: at the top dose FP activity, negative = inhibition, most hits filed as inhibitors; active = well fitted inhibition curve with a large enough effect in the polarisation, with a control signal flat; inconclusive = small, poorly fitted or top-dose-only effect, or effect the other way, or a change in a side signal; inactive = no such curve, though single readings can be large or run the other way; the % refers to the polarisation;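 note: polarization taken with two DNA probes labelled with fluorescein and Texas red; % of control where 0% means no effect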
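His-tagged ERG Ets domain (1 uM in the protein solution; 300mM KCl, 50mM Tris-HCl, 1mM EDTA, 1mM DTT, pH 7.5) received compound, then a probe mix of 5 nM fluorescein-DNA and 100nM Texas-615-DNA. Fluorescence polarization was read for both dyes.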
JMJD2A Tudor: JMJD2A Tudor domain (human) inhibition; O75164; AlphaScreen JMJD2A-Tudor / H3K4me3 peptide binding; Potency, µM (highest dose often 114 µM), inactives show at the top dose activity change, negative = inhibition, actives largely listed as inhibitors; 390,000 compounds, 4.4% hits; AID 504339; note: % is set by controls: 0 for no effect and ±100 for the full control effect; nearly all actives have a fitted effect of over 50% in size
Target sequence (O75164 whole entry, looked up, the tested form may be a part): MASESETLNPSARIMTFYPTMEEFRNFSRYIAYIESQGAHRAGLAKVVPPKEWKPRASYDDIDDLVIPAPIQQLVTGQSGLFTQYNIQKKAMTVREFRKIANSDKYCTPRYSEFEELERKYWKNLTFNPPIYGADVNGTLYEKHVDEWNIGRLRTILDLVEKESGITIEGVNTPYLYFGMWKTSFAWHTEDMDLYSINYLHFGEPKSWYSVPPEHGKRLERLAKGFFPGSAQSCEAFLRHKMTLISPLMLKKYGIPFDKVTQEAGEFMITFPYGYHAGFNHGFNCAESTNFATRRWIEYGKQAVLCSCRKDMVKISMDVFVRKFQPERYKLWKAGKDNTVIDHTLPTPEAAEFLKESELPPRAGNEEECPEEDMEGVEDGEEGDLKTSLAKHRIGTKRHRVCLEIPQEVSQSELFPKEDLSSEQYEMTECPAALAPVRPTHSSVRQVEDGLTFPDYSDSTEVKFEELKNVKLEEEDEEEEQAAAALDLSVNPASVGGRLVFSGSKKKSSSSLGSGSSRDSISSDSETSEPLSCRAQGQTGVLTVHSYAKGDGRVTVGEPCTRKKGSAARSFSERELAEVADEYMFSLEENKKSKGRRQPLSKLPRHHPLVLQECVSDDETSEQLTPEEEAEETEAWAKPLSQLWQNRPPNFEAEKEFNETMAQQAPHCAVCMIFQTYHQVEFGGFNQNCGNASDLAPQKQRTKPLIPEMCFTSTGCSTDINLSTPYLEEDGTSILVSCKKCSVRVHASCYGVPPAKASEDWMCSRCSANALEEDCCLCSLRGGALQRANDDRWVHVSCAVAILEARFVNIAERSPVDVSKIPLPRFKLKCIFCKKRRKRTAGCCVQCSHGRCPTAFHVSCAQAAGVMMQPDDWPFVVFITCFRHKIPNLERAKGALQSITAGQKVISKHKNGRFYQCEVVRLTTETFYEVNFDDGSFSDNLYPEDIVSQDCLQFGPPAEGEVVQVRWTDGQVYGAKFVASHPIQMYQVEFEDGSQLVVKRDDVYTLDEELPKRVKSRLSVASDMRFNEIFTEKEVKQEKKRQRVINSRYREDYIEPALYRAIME
12-LOX inh: blocks human arachidonate 12S-lipoxygenase; P18054; purified 12hLO, xylenol orange hydroperoxide absorbance; Potency, µM (series often up to 108 µM), inactives show top-dose activity change, negative = inhibition, hits mostly inhibitors; 580,000 compounds, 1.1% hits; AID 1671190; note: % is set by controls: 0 for no effect and ±100 for the full control effect
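Purified human 12hLO at 150 nM in 25 mM Hepes, 0.01% Triton X-100, pH 7.0, preincubated 15 min at room temperature with compound. Reaction started with 40 uM arachidonic acid, 30 min at room temperature. Hydroperoxide measured by Fe-xylenol orange, 573/405 nm absorbance ratio.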
Pin1 inh: human Pin1 inhibition; 390,000 compounds, 0.009% hits; Pin1 FP peptide displacement, HiFluor488, 10 min; Potency, µM (highest dose often 115 µM), for the others: at the highest dose activity, negative = inhibition, most hits filed as inhibitors; active = well fitted inhibition curve with a large enough effect in the polarisation, with a control signal flat, not every such curve was filed as active; inconclusive = small, poorly fitted or top-dose-only effect, or effect the other way, or a change in a side signal; inactive = no such curve, though single readings can be large or run the other way; the % refers to the polarisation; note: % is set by controls: 0 for no effect and ±100 for the full control effect
GLS inh: glutaminase GLS (human) inhibition; O94925; GLS enzymatic activity, qHTS titration; Potency, µM (highest dose often 45.5 µM), inactives show at the highest dose activity change, negative = inhibition, hits mostly inhibitors; 410,000 compounds, 0.21% hits; AID 624170; note: % is set by controls: 0 for no effect and ±100 for the full control effect
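Two-point fluorescence kinetic (t0, 30 min RT) for hKGA; glutamate detected via glutamate oxidase–HRP–Amplex Red. Substrate: 1 mM L-glutamine solution; buffer 45 mM KH2PO4, pH 8.2.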
Numbers without * were called inactive; [ ] = dose if it differs, or a comment. Unless noted, calls come from the whole dose curve; as a rule, active = well fitted curve in the direction sought with a large enough effect; inconclusive = small, poorly fitted or top-dose-only effect, or another doubt; inactive = no such curve, though single readings can be large; an effect the other way counts as inactive or inconclusive. Potency is the fitted concentration of half-maximal effect. These rows are one share of the data (hit frequency here may not be typical).

The opening two compounds, ahead of the listing:
What do the screens show for `CCc1ccc(/C=N/NC(=S)NCCc2ccccc2)cc1`?
Tb PGK inh: -13.2%; rTrxR1 inhibitor: -5.7%; HP1b chromo inh: -6.5%; RGS4 inh: -1.5%; ERG-DNA inh: -1.1%; JMJD2A Tudor: -14.9%; 12-LOX inh: 22.4µM*; Pin1 inh: 4.6%; GLS inh: 10.1%

Results for O=C(COc1cccnc1[N+](=O)[O-])N1CCN(S(=O)(=O)c2ccccc2)CC1 ?
Tb PGK inh: -2.5%; rTrxR1 inhibitor: -16.0%; HP1b chromo inh: 30.9%; RGS4 inh: 10.5%; ERG-DNA inh: -1.1%; JMJD2A Tudor: -14.2%; 12-LOX inh: -12.2%; Pin1 inh: -4.2%; GLS inh: -3.7%

The whole of this part, previewed entries included:
What do the screens show for `CCc1ccc(/C=N/NC(=S)NCCc2ccccc2)cc1`?
Tb PGK inh: -13.2%; rTrxR1 inhibitor: -5.7%; HP1b chromo inh: -6.5%; RGS4 inh: -1.5%; ERG-DNA inh: -1.1%; JMJD2A Tudor: -14.9%; 12-LOX inh: 22.4µM*; Pin1 inh: 4.6%; GLS inh: 10.1%

Results for O=C(COc1cccnc1[N+](=O)[O-])N1CCN(S(=O)(=O)c2ccccc2)CC1 ?
Tb PGK inh: -2.5%; rTrxR1 inhibitor: -16.0%; HP1b chromo inh: 30.9%; RGS4 inh: 10.5%; ERG-DNA inh: -1.1%; JMJD2A Tudor: -14.2%; 12-LOX inh: -12.2%; Pin1 inh: -4.2%; GLS inh: -3.7%

What do the screens show for `COC(=O)CCC(=O)Nc1ccc(OC)cc1`?
Tb PGK inh: -4.3%; rTrxR1 inhibitor: 5.9%[57.1 µM]; HP1b chromo inh: 4.9%; RGS4 inh: 16.9%; ERG-DNA inh: -1.7%; JMJD2A Tudor: -16.6%; 12-LOX inh: -16.7%; Pin1 inh: 3.5%; GLS inh: 4.7%

What do the screens show for `CCC(C(=O)N1CCc2cc(OC)c(OC)cc2C1)c1ccccc1` (stereo unspecified)?
Tb PGK inh: inactive; rTrxR1 inhibitor: -9.0%[57.1 µM]; HP1b chromo inh: 19.5%; RGS4 inh: -16.9%; ERG-DNA inh: -0.5%; JMJD2A Tudor: -20.1%; 12-LOX inh: -2.8%; Pin1 inh: 1.3%; GLS inh: 2.2%

Results for OC(CN1CCCCC1)Cn1c(C(F)(F)F)nc2ccccc21 (stereo unspecified) ?
Tb PGK inh: inactive; rTrxR1 inhibitor: 5.7%[57.1 µM]; HP1b chromo inh: 41.1%; RGS4 inh: 32.6%; ERG-DNA inh: 0.2%; JMJD2A Tudor: -9.1%; 12-LOX inh: 50.5%[activator]; Pin1 inh: 2.6%; GLS inh: 1.2%

How did Nc1nncn1C(=O)c1cccs1 do in these assays?
Tb PGK inh: -8.0%; rTrxR1 inhibitor: -9.9%[57.1 µM]; HP1b chromo inh: 12.6%; RGS4 inh: 12.8%; ERG-DNA inh: 5.3%; JMJD2A Tudor: -18.9%; 12-LOX inh: -1.9%[57.4 µM]; Pin1 inh: -0.8%; GLS inh: 3.1%

Results for CC(=O)C[C@H](O)CC(=O)[C@H]1OC(=O)[C@H](C)CCCCc2ccccc21 ?
Tb PGK inh: inactive; rTrxR1 inhibitor: 18.2%; HP1b chromo inh: 169.5%[activator]; RGS4 inh: 11.0%; ERG-DNA inh: -11.5%; JMJD2A Tudor: -5.0%; 12-LOX inh: inconclusive; Pin1 inh: -0.6%; GLS inh: -4.3%

How did CS(=O)(=O)N(CC(=O)Nc1ccc(F)c(F)c1)c1cccc([N+](=O)[O-])c1 do in these assays?
Tb PGK inh: -6.1%; rTrxR1 inhibitor: -15.1%; HP1b chromo inh: 13.9%; RGS4 inh: 7.5%; ERG-DNA inh: -3.1%; JMJD2A Tudor: -13.4%; 12-LOX inh: 6.0%; Pin1 inh: -5.4%; GLS inh: 12.5%

Results for O=C(CSc1ccccc1)Nc1ccc(-c2nc3ccccc3[nH]2)cc1 ?
Tb PGK inh: inactive; rTrxR1 inhibitor: 10.9%[11.4 µM]; HP1b chromo inh: 14.9%; RGS4 inh: inconclusive; ERG-DNA inh: -9.1%; JMJD2A Tudor: -21.6%; 12-LOX inh: 0.8%; Pin1 inh: 21.1%; GLS inh: -8.2%

How did CCOc1ccc(CNC(=O)C2CCN(C(=O)N3CC(CC)Oc4ccccc43)CC2)cc1 (stereo unspecified) do in these assays?
Tb PGK inh: inactive; rTrxR1 inhibitor: 20.1%; HP1b chromo inh: 20.9%; RGS4 inh: 23.2%; ERG-DNA inh: -4.1%; JMJD2A Tudor: -9.5%; 12-LOX inh: -23.1%; Pin1 inh: 0.7%; GLS inh: -10.3%

What do the screens show for `COc1ccc2nc(SCC(=O)Nc3ccc(S(=O)(=O)Nc4onc(C)c4C)cc3)[nH]c2c1`?
Tb PGK inh: -7.9%; rTrxR1 inhibitor: 9.7%[57.1 µM]; HP1b chromo inh: -3.6%; RGS4 inh: 20.9%; ERG-DNA inh: -11.3%; JMJD2A Tudor: -17.0%; 12-LOX inh: -21.5%; Pin1 inh: 4.2%; GLS inh: 15.7%

Results for Cc1ccccc1/C=N/Nc1nc2ccccc2[nH]1 ?
Tb PGK inh: 5.9%; rTrxR1 inhibitor: 4.1%[57.1 µM]; HP1b chromo inh: 11.8%; RGS4 inh: 26.2%; ERG-DNA inh: -2.0%; JMJD2A Tudor: -17.4%; 12-LOX inh: 29.3%; Pin1 inh: 3.0%; GLS inh: 19.5%

What do the screens show for `COc1ccc(NC(=O)c2cccnc2N2CCOCC2)cc1`?
Tb PGK inh: -9.7%; rTrxR1 inhibitor: 14.5%; HP1b chromo inh: 62.2%[activator]; RGS4 inh: -28.4%[56.9 µM]; ERG-DNA inh: -2.2%; JMJD2A Tudor: -15.3%; 12-LOX inh: 24.0%; Pin1 inh: -7.3%; GLS inh: -1.6%

Results for COC(C(=O)N1CCC(CCC(=O)Nc2ccccc2)CC1)c1ccccc1 (stereo unspecified) ?
Tb PGK inh: -6.4%; rTrxR1 inhibitor: -0.9%; HP1b chromo inh: 48.2%[activator]; RGS4 inh: 1.2%; ERG-DNA inh: -22.3%; JMJD2A Tudor: 4.8%; 12-LOX inh: 9.4%; Pin1 inh: 5.5%; GLS inh: -4.4%

How did O=S1(=O)C=C(N2CCOCC2)c2ccccc21 do in these assays?
Tb PGK inh: 6.1%; rTrxR1 inhibitor: -26.1%; HP1b chromo inh: 39.9%[activator]; RGS4 inh: -28.2%; ERG-DNA inh: 5.8%; JMJD2A Tudor: -27.0%; 12-LOX inh: -8.7%; Pin1 inh: inconclusive; GLS inh: 5.1%

Results for CCN(CC)S(=O)(=O)c1cccc(C(=O)NC(C(=O)NCCc2ccccn2)C(C)C)c1 (stereo unspecified) ?
Tb PGK inh: -0.1%; rTrxR1 inhibitor: 14.4%; HP1b chromo inh: 44.9%[activator]; RGS4 inh: -3.2%; ERG-DNA inh: 8.5%; JMJD2A Tudor: -9.0%; 12-LOX inh: -2.3%; Pin1 inh: -1.2%; GLS inh: -2.8%

What do the screens show for `CCC(=O)N1c2ccccc2CC1C(=O)NCc1cccc(OC)c1OC` (stereo unspecified)?
Tb PGK inh: -7.9%; rTrxR1 inhibitor: 6.0%[57.1 µM]; HP1b chromo inh: 22.8%; RGS4 inh: 7.0%; ERG-DNA inh: 1.9%; JMJD2A Tudor: -6.3%; 12-LOX inh: -9.4%; Pin1 inh: -8.9%; GLS inh: -6.4%

What do the screens show for `FC(F)(F)C1=CC(c2ccc(Br)cc2)=NCCN1`?
Tb PGK inh: -2.6%; rTrxR1 inhibitor: -14.4%[57.1 µM]; HP1b chromo inh: 13.4%; RGS4 inh: -47.2%; ERG-DNA inh: 5.9%; JMJD2A Tudor: -14.4%; 12-LOX inh: 0.0%; Pin1 inh: -0.7%; GLS inh: -0.6%

How did CC12CC3CC1C(C(=O)O2)C3C(=O)O (stereo unspecified) do in these assays?
Tb PGK inh: -2.3%; rTrxR1 inhibitor: -9.5%[11.4 µM]; HP1b chromo inh: 21.9%; RGS4 inh: -44.3%; ERG-DNA inh: 9.5%; JMJD2A Tudor: -8.3%; 12-LOX inh: -2.0%; Pin1 inh: 7.0%; GLS inh: 7.0%

What do the screens show for `CSCCC(NC(=O)OC(C)(C)C)C(=O)NC(CC(C)C)C(N)=O` (stereo unspecified)?
Tb PGK inh: -1.5%; rTrxR1 inhibitor: -20.6%[57.1 µM]; HP1b chromo inh: 28.9%; RGS4 inh: -13.4%; ERG-DNA inh: 10.4%; JMJD2A Tudor: -20.9%; 12-LOX inh: 86.4%[activator]; Pin1 inh: 0.3%; GLS inh: 1.2%

Results for CCc1cccc(C)c1NC(=O)C1=C(C)C(=O)OC12CCC(C)CC2 (stereo unspecified) ?
rTrxR1 inhibitor: 31.8%; HP1b chromo inh: 24.8%; RGS4 inh: 7.4%; ERG-DNA inh: -8.2%; JMJD2A Tudor: -0.3%; 12-LOX inh: -17.4%; Pin1 inh: -9.4%; GLS inh: -0.7%

Results for COC(=O)c1sccc1NC(=O)CSc1ccccc1NS(=O)(=O)c1ccc(F)cc1 ?
Tb PGK inh: inactive; rTrxR1 inhibitor: 2.1%; HP1b chromo inh: 73.8%[activator]; RGS4 inh: -39.9%[56.9 µM]; ERG-DNA inh: 0.9%; JMJD2A Tudor: -1.5%[57.1 µM]; 12-LOX inh: -11.3%; Pin1 inh: 9.6%; GLS inh: -4.0%

Source: PubChem BioAssay (National Center for Advancing Translational Sciences (NCATS))
